# Assay outcomes deposited in PubChem by Icahn School of Medicine at Mount Sinai.
# RBX1-CUL1 inh = human ROC1-CUL1 E3 ligase inhibition. P62877+Q13616. in vitro K48 di-Ub FRET, acceptor:donor ratio, 45 min. inhibition, % at 10 µM. 0.6% of 140,000 active. AID 1347404; in the data active means inhibition above about 25%
# Target sequence (P62877 whole entry, looked up): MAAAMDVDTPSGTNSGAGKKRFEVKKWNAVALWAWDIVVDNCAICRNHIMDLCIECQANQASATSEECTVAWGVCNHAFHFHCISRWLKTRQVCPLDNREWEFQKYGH
# Target sequence (Q13616 whole entry, looked up): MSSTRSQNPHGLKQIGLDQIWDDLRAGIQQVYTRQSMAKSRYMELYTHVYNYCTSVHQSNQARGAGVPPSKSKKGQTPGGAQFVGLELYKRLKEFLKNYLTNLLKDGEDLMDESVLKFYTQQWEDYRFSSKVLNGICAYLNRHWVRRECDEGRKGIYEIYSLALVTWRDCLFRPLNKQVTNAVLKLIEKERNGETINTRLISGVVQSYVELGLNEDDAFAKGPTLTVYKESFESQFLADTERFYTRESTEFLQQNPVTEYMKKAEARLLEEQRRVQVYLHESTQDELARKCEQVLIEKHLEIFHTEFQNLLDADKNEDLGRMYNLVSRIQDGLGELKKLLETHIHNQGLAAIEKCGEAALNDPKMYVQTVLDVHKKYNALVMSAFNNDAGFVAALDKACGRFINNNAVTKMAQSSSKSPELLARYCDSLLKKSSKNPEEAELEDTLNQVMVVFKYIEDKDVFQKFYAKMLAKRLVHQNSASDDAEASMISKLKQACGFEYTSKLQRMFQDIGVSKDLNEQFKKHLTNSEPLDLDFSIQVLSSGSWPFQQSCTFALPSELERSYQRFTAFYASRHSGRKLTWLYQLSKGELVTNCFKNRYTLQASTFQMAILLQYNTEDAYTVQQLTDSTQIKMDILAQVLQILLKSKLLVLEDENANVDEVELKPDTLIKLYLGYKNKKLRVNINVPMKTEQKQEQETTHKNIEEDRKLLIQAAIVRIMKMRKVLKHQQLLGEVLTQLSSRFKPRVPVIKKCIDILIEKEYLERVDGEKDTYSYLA
# * marks the source's active call; other numbers are inactive results.
compound | RBX1-CUL1 inh
COc1ccc(OC)c(S(=O)(=O)NCCc2sc(-c3cccnc3)nc2C)c1 | -8
COc1cccc(CC2(CO)CCCN(CCCn3cccn3)C2)c1 (stereo not given) | 7
COCCNC(=O)CCCN1C(=O)c2ccccc2Sc2ncccc21 | -1
COc1ccc(Nc2cc(C)nc3ccccc23)cc1 | 2
Cc1ccc(NC(=O)c2cccc3c2C(=O)N(C2CCCCC2)C3)c(C)c1 | 2
Cc1cc(C)n(-c2nc(N/N=C/c3cccc(Cl)c3)nc(Nc3ccccc3)n2)n1 | -9
Cc1cccc(NC(=O)CCNS(=O)(=O)c2cccc3nsnc23)c1C | -6
Cc1cc(C)c(S(=O)(=O)NCC(=O)O)cc1C | -4
COc1ccc(/C=C/C(=O)NCCSc2ccccn2)cc1OC | -7
C=CCCC(=O)N1CCOC(Cc2cccc(F)c2)C1 (stereo not given) | -1
O=C(Nc1cccc(Cl)c1)c1sc(Cl)nc1-c1ccccc1 | 5
COc1cc(/C=N/NC(N)=O)ccc1OCCO | -1
CCCCSc1nnc2c(n1)OC(c1cccc(C)n1)Nc1ccc(Br)cc1-2 (stereo not given) | 4
CC(=O)Nc1ccc(NC(=O)CSc2nc3ccc(NC(=O)c4ccc(C(C)(C)C)cc4)cc3s2)cc1 | 1
CC(C)(CO)NCc1cc(Br)ccc1OCc1ccccc1 | -2
C[C@@H]1CN(C(=O)c2coc(CN3CCc4ccccc4C3)n2)C[C@H](C)O1 | 0
Cc1nc2c(-c3ccccc3)c(C)nn2c(C)c1CCC(=O)N1CCN(c2ccccc2)CC1 | -6
Cn1cccc1/C=N/NC(=O)c1ccc(OC(F)(F)C(F)F)cc1 | 9
Cc1ccc2oc(=O)cc(/C=C/c3ccccc3)c2c1 | -2
O=C(NCC(c1cccnc1)N1CCc2ccccc21)c1ccc(Cl)cc1 (stereo not given) | 8
CCc1ccc(NC(=O)Cn2c(=O)n(-c3ccccc3)c(=O)c3ccc(C(=O)NCc4ccc5c(c4)OCO5)cc32)cc1 | -4
CC12CN3CN(C1)C1(C(=O)Nc4ccccc41)C(C)(C3)C2=O (stereo not given) | 7
COc1cc2c(cc1OC)C(COc1ccc3c(C)cc(=O)oc3c1)N(C(=O)c1ccc(C)cc1)CC2 (stereo not given) | 3
Cc1ncc2c(c1-c1noc(CC3NC(=O)c4ccccc43)n1)CCNC2 (stereo not given) | 10
CCCN(CCC)C(=O)c1cc2c(=O)n3cccc(C)c3nc2s1 | -16
Cn1c(CSCc2ccc(Cl)cc2)nnc1SCC(=O)Nc1cccc(Cl)c1 | 9
Cc1cccc2c(C(=O)N3CCN(C)CC3)cc(-c3cnn(CCO)c3)nc12 | -3
O=Nc1nc2ccccn2c1-c1ccccc1 | -1
CCOC(=O)c1c(NC(=O)COc2c(C)cccc2C)sc2c1CCCC2 | -9
C=CCc1cccc2cc(C(=O)N3CCCCC3)c(=O)oc12 | 1
COc1ccccc1C(=O)OC1CCN(C)CC1 | -6
CCCN1CCN(C(=O)NC2CCCCC2)CC1 | -1
Cc1ccc(CNC(=O)COCc2cc(-c3cccs3)on2)cc1 | 2
O=C1C=CC2(c3ccccc3-c3ccccc32)S(=O)(=O)C1 | 61*
COc1ccccc1NC(=O)CCN1CCCCC1 | 5
CCOC(=O)C1CCN(C(=O)c2cc3ccc4cccnc4c3[nH]2)CC1 | -10
O=C(O)c1cccc(N2C(=O)/C(=C/c3ccc(Cl)cc3)SC2=S)c1 | 31*
CCC(=O)Nc1ccc(NCc2cc(Cl)cc(Cl)c2OC)cc1 | -3
CCCCSc1nnc2c(n1)OC(c1cc3c(cc1Br)OCO3)Nc1ccccc1-2 (stereo not given) | -1
CCN1CCN(c2cc(C)c3cc(NC(=O)c4ccc(OC)c(OC)c4)ccc3n2)CC1 | -16
O=C(CN(c1ccccc1)S(=O)(=O)c1ccccc1)N1CCC(Cc2ccccc2)CC1 | 3
Nc1nonc1C(=O)NCCNCc1cccc(Cl)c1Cl | -10
CCOc1ccc(N2C(=O)CC(Sc3nc(-c4cccs4)cc(C(F)(F)F)c3C#N)C2=O)cc1 (stereo not given) | -12
c1cnc2c(SCC3CCOCO3)cccc2c1 (stereo not given) | 6
COc1ccccc1-c1ccnc(-n2ncc(C(=O)NCCCc3ccncc3)c2C)n1 | 5
Cc1ccccc1OCC(=O)Nc1nnc(S(=O)(=O)N(C)c2ccccc2)s1 | 1
CN(CCc1ccccc1)C1(C(=O)N2CCc3[nH]ncc3C2)Cc2ccccc2C1 | -1
Cc1nnc(SCC2=NC(=NC(N)=Nc3ccccc3)NC(=O)C2)s1 | 6
CC(C)c1ccc(NC(=O)CCNS(=O)(=O)c2cccc3nsnc23)cc1 | 2
COC(=O)c1cc(C)nc2c1c(=O)nc(SCc1cccc(C)c1)n2C1CC1 | -10
O=C(CCc1ccccc1)Nc1cccc2c1C(=O)N(c1ccccc1)C2=O | -8
Cc1cc(N)cc(-c2nc3ncccc3o2)c1O | 1
COc1ccc(C2(CNC(=O)c3ccccc3[N+](=O)[O-])CCCCC2)cc1OC | -16
O=C(NN1CCCCC1)c1cccc2ccccc12 | -3
Cc1cccc(-c2noc(-c3cc(-c4ccc(F)cc4)n[nH]3)n2)c1 | -6
CCOC(=O)c1sc(NC(=O)c2cc3nc(-c4ccccc4)cc(C(F)(F)F)n3n2)c(C(=O)OCC)c1C | 5
c1ccc(-c2noc3c2CN(Cc2cccc4cccnc24)CC3)cc1 | -8
Cc1ncc(CO)c(/C=N/O)c1O | 0
CCOc1ccc(-n2c(SCC(=O)Nc3ccccc3F)nc3sc(C)c(C)c3c2=O)cc1 | -7
CC(=O)c1ccc2c(c1)Cc1cc(O)ccc1-2 | 2

# Entries above marked active in RBX1-CUL1 inh:
compound | RBX1-CUL1 inh
O=C1C=CC2(c3ccccc3-c3ccccc32)S(=O)(=O)C1 | 61*
O=C(O)c1cccc(N2C(=O)/C(=C/c3ccc(Cl)cc3)SC2=S)c1 | 31*

# Next section:
SMILES,RBX1-CUL1 inh
COc1ccc(OC)c(CN2CCc3c(cnc(C)c3CNC(=O)c3ccccc3SC)C2)c1,17
O=C1COc2ccc(S(=O)(=O)NCC3CCCO3)c3c2N1CCC3 (stereo not given),-5
N#C/C(=C/c1ccc(-c2ccc(Br)cc2)o1)C(=O)N1CCOCC1,8
COc1cccc(NC(=S)NC(=O)COc2ccc(Br)cc2Cl)c1,2
COc1cccc(OCC(=O)Nc2nc(-c3ccc(C)c(C)c3)cs2)c1,7
Brc1ccc(-c2nnc(-c3cccnc3)o2)cc1,1
CCc1ccc(NC(=O)C2CCCN(S(=O)(=O)CC)C2)cc1 (stereo not given),-2
CCC1CCc2nc3sc(C(=O)Nc4cc(OC)c(OC)c(OC)c4)c(N)c3cc2C1 (stereo not given),-2
O=C(Oc1ccc2ccc(OC(=O)c3ccccc3F)cc2c1)c1ccccc1F,-3
O=C1C2N=NN(CC(=O)N3N=C(c4ccccc4)CC3c3ccc([N+](=O)[O-])cc3)C2C(=O)N1c1ccccc1 (stereo not given),14
CN(C)c1ccc(Nc2ncnc3c2oc2ccccc23)cc1,1
CCOc1ccc(CN2CCc3nc(N4CCN(c5ncccn5)CC4)ncc3C2)cc1OC,-12
FC(F)(F)c1ccccc1N=Cc1ccccc1Cl,0
CCc1ccc(-n2nc(C)c3c(C(=O)N4CCN(c5cccc(Cl)c5)CC4)cc(C)nc32)cc1,-15
CCn1ncc(NC(=O)Cn2cc(-c3nc(C)cc(NC)n3)cn2)n1,-4
Clc1ccc(-c2ccncn2)cc1Cl,7
Cc1cc(C)n(-c2ccc(-c3nc(-c4c(C)ncc5c4CCNC5)no3)cc2)n1,0
COc1ccc(N2CCN(S(=O)(=O)c3cccc(C)c3)CC2)cc1,-6
COc1cccc(-c2nnc(-c3sc4ccccc4c3Cl)o2)c1,-2
O=C(O)C1CC(=O)N(CCc2ccc(Cl)cc2)C1 (stereo not given),10
COc1ccc(Oc2ccc3[nH]c4c(c3c2)CCCC4=O)cc1,-6
O=C(CN1CC(c2ccccc2)CC1=O)N(Cc1ccncc1)Cc1cccc(OCCc2ccc(F)cc2)c1 (stereo not given),-1
COc1ccccc1N1CCN(c2nc(CNC(=O)c3ccncc3)nc3ccccc23)CC1,5
CC(=O)c1cccc(NC(=O)c2ccc3nc(C(C)C)oc3c2)c1,-6
Cc1cccn2cc(CSc3nc4ccccc4s3)nc12,-16
COc1cccc(CNC(=O)C(NS(=O)(=O)c2ccc3c(c2)CCN3C(C)=O)C(C)C)c1 (stereo not given),-4
c1ccc(CN2CCCC(NCc3ccc4c(c3)OCCO4)C2)nc1 (stereo not given),0
O=C(CS(=O)(=O)Cc1ccccc1)Nc1ccc(S(=O)(=O)Nc2nccs2)cc1,7
N#C/C(=C\c1ccc(Cl)cc1)C(=O)NCC1CCCO1 (stereo not given),-6
CN1CCc2c(sc3c2C(=O)NC(c2ccc(OC(=O)c4ccc(C(C)(C)C)cc4)cc2)N3)C1 (stereo not given),1
COc1ccc(C(=O)Nc2cc(Cl)c(OC)cc2OC)cc1,-9
Cc1ccc(Cl)cc1N1CCN(C(=O)c2cn(C)c3ccc(S(=O)(=O)N4CCC(C)CC4)cc3c2=O)CC1,-9
O=C(CSc1nc2[nH]ncc2c(=O)n1-c1ccccc1)Nc1ccc2c(c1)OCCO2,-2
O=C(Cc1ccccn1)N1CCc2onc(-c3ccc(F)c(F)c3)c2C1,9
COc1ccc(NCc2cc3ccc(OC)cc3n(CC(=O)Nc3cc(Cl)ccc3C)c2=O)cc1,-2
CCc1nc(SCC2=Nc3ccc(C)cc3C(=O)C2)n[nH]1,5
COc1cccc(C(=O)Nc2c(C(=O)c3ccc(F)cc3)oc3ccccc23)c1,-8
Cc1ccc(C)c(NC(=O)CSc2nnc(C(NC(=O)c3ccc4c(c3)OCO4)C(C)C)n2C)c1 (stereo not given),2
O=C1NCCN(Cc2ccccc2F)C1CC(=O)N1CCOCC1 (stereo not given),-3
CCOC(=O)n1c(C)nc2c(=O)n(C)c(=O)n(C)c21,5
Cc1c(C(=O)O)nnn1-c1ccc(Br)cc1,0
N#CCCN(CCC#N)c1nc2ccc([N+](=O)[O-])cc2s1,3
Cc1ccc(C)c(NC(=O)Cn2cnc3nc4c(cc3c2=O)CCCC4)c1,0
COc1cc(CN=NC(N)S)cc(OC)c1OC (stereo not given),6
O=C1CCCC2=C1C1(OC3C=CC=CN23)C(=O)c2ccccc2C1=O (stereo not given),-1
O=C(NC1CCCC1)C1CCN(C(=O)c2ccccc2F)CC1,0
O=c1cc(C(O)C[N+](=O)[O-])occ1OCc1ccccc1 (stereo not given),14
CCCC(=O)Oc1ccccc1C1SCc2cc(C)c(C)cc2CS1,-4
CCCc1nn(C)c(C(=O)Nc2ccccc2)c1Cl,5
COc1ccccc1C(=O)Nc1sc(C)c(C)c1C(N)=O,-1

# Reprinted from the results shown, 4 compounds:
SMILES,RBX1-CUL1 inh
COc1ccc(OC)c(S(=O)(=O)NCCc2sc(-c3cccnc3)nc2C)c1,-8
COc1cccc(CC2(CO)CCCN(CCCn3cccn3)C2)c1 (stereo not given),7
COCCNC(=O)CCCN1C(=O)c2ccccc2Sc2ncccc21,-1
COc1ccc(Nc2cc(C)nc3ccccc23)cc1,2

# (listing goes on)
SMILES,RBX1-CUL1 inh
CCS(=O)(=O)C(=S=O)c1c(C)cc(C)cc1C,9
COC(=O)C(NC(=O)CC(C)C)(Nc1ncccc1C)C(F)(F)F (stereo not given),-7
CCCCCn1cnc2sc(CC)cc2c1=O,7
Cc1ccc(OCC(O)CN2CCCCC2C)cc1 (stereo not given),4
OC(COc1ccc(Cl)cc1)CN1CCc2ccccc2C1 (stereo not given),0
Cc1cc2ccccc2n1-c1ccc(C(=O)N2CCC(C(=O)NCc3ccc(Cl)cc3)CC2)s1,-1
CCCCNCC(O)COc1ccc(OCC(O)CNCCCC)cc1 (stereo not given),-3
COc1ccccc1NC(=S)N1CCN(Cc2ccc3c(c2)OCO3)CC1,7
CCOc1ccccc1NC(=O)C(C)Oc1ccc(Br)cc1Br (stereo not given),1
OCCNCc1cc(Br)ccc1OCc1ccc(Cl)cc1,-3
CCCOc1ccc(-n2nnc(C(=O)NC3CCCC3)c2C)cc1,11
CNC(=O)c1ccccc1NC(=O)C1CCCCC1,10
CCn1cc(Cl)c(C(=O)N2N=C3/C(=C/c4cccs4)CC(C)CC3C2c2cccs2)n1 (stereo not given),4
CCNC(=O)N1CCC(Cn2cc(-c3cccc(C(=O)O)c3)nn2)CC1,12
Cc1[nH]nc2c1C1(C(=O)N(C)c3ccccc31)C(C#N)C(=N)O2 (stereo not given),6
CCOC(=O)c1c(NC(=O)COc2cccc(C(F)(F)F)c2)sc2c1CCCCC2,-2
Cc1ccc2c(c1)N(C/C=C/c1ccccc1)c1c(cc([N+](=O)[O-])cc1[N+](=O)[O-])O2,1
Cc1nc(C2CCN(C(=O)c3ccc(C)c(-n4cccc4)c3)CC2)cc(=O)[nH]1,12
CCOc1ccc(OCC(=O)NCCS(=O)(=O)N2CCN(c3ccc(OC)cc3)CC2)cc1,3
O=C(OCC(=O)c1ccc(Cl)cc1Cl)c1ccc2c(c1)C(=O)N(c1cccc3ncccc13)C2=O,-2
Cc1cccc(-n2c(SCCc3ccccc3)nnc2-c2ccc(Cl)cc2)c1,-2
COCCC1CCCCN1C(=O)c1ccc(OC2CCN(C(=O)COC)CC2)cc1 (stereo not given),7
CC(C)OC(=O)c1c(N)sc2c1CCCCCCCCCC2,5

# 4 of these compounds in another layout.
> Cc1ccc(OCC(O)CN2CCCCC2C)cc1 (stereo not given)
- RBX1-CUL1 inh: 4

> O=C(OCC(=O)c1ccc(Cl)cc1Cl)c1ccc2c(c1)C(=O)N(c1cccc3ncccc13)C2=O
- RBX1-CUL1 inh: -2

> Cc1ccc2c(c1)N(C/C=C/c1ccccc1)c1c(cc([N+](=O)[O-])cc1[N+](=O)[O-])O2
- RBX1-CUL1 inh: 1

> Cc1cc2ccccc2n1-c1ccc(C(=O)N2CCC(C(=O)NCc3ccc(Cl)cc3)CC2)s1
- RBX1-CUL1 inh: -1

# An excerpt; the hit share may differ from the screen's.
